Pf gamet viab – kills late stage P. falciparum gametocytes | P. falciparum stage V gametocytes, ATP luminescence, 24 h | inhibition, % at 10.9 µM | actives 0.065% (n = 150,000) | AID 743093;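 active = inhibition above the mean plus 3 SD of compounds within the control limits, set per campaign, cut at about 38% in these data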;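 also: 0% = DMSO wells and 100% = medium only without gametocytes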
Mcl1 Noxa PPI – Mcl-1/Noxa interaction inhibition; actives 1.5% (n = 220,000); Q07820; TR-FRET Mcl-1/Noxa peptide binding, 2 h; inhibition, % at 21.7 µM;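 active = compounds that cut the protein-peptide binding signal by more than 50% relative to plate controls in a single-dose test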;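 also: His-tagged Mcl-1 with rhodamine Noxa BH3 peptide and terbium anti-His antibody; 0% = Mcl-1 plus Noxa peptide wells and 100% = peptide-only wells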
Target sequence (Q07820 whole entry, looked up): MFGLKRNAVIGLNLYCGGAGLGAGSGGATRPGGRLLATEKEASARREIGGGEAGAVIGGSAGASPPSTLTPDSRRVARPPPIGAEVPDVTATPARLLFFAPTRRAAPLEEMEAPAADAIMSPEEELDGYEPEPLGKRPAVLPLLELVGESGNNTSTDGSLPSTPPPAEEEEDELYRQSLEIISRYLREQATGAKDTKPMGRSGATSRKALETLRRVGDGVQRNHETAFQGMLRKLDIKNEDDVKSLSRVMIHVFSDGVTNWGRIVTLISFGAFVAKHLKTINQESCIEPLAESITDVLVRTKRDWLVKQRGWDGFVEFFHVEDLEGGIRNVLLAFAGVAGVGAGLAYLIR
Avidin fluor – compound fluoresces at 488/530 nm on avidin beads | AID 1775 | fluorescence (KMESF) at 10 µM | compound fluorescence 488/530 nm, flow cytometry; active compounds read high | actives 0.38% (n = 220,000); in the data active = fluorescence above about 47; also: inactives centre near 10
Mcl-1 Bim block – inhibitors of Bim-Mcl-1 interaction, human | Q07820 | Bead-based flow cytometry, Bim peptide-Mcl-1 binding | inhibition, % at 10 µM | actives 0.1% (n = 190,000) | AID 1009; in the data active = inhibition above about 40%;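 also: 0% = no compound tracer wells and 100% = peptide blocker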
ABCG2 inh – human ABCG2 inhibition, ABCB1 as counter-screen | AID 1325 | inhibition, % at 6.6 µM | actives 0.1% (n = 190,000) | IgMXP3 cells, JC-1 efflux, flow cytometry;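 active = inhibition above 80%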;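 also: 0% = DMSO and 100% = nicardipine control wells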
Target sequence (Q9UNQ0 whole entry, looked up): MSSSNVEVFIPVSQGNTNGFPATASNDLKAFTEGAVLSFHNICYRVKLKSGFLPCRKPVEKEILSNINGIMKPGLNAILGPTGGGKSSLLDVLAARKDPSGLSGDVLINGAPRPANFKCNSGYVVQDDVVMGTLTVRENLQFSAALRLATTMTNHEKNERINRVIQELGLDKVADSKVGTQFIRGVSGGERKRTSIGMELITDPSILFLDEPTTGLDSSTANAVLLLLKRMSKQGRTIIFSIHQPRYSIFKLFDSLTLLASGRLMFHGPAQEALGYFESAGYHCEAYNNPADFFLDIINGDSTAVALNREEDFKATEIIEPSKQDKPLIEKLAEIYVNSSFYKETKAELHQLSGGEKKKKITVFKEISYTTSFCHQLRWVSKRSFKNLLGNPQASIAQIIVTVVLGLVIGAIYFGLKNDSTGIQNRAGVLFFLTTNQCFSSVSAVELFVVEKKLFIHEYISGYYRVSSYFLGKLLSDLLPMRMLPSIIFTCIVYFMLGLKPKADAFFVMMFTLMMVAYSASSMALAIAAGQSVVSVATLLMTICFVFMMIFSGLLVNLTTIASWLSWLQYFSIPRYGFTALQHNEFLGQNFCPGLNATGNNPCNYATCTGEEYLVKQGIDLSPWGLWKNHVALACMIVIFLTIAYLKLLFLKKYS
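Assay system – ABCG2 IgMXP3 and barcoded ABCB1 CCRF-Adr cell mix · Input – 3 million cells/mL in well · Reagent – JC-1 fluorescent substrate · Compound – single test compound dose, 6.6 µM final · Timing – 10 min exposure at 25 °C with rotation, no wash · Detection – flow cytometry of retained JC-1 fluorescence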
RGS7-Gao reg – modulates binding of RGS7 to human Galphao | P09471 | Multiplexed bead flow cytometry; actives lie on both sides | binding response (% of control), % at 10 µM | actives 0.35% (n = 220,000) | AID 1439; in the data active = binding response below about 49% or above about 150%; inconclusive = no clear call, values can overlap the other calls; inactive = in between;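 also: fluorescent Galphao held in activated GDP-AlF4 state binding bead-coupled RGS7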
ABCB1 inh – human ABCB1 inhibition, ABCG2 as counter-screen; inhibition, % at 6.6 µM; CCRF-Adr cells, JC-1 efflux, flow cytometry; actives 0.067% (n = 190,000); P08183; AID 1326; in the data active = inhibition above about 40%;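 also: 0% = vehicle and 100% = reference inhibitor; higher value means more JC-1 retained so stronger ABCB1 efflux block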
Mcl1 Bid PPI – disrupts binding of human Mcl-1 to Bid peptide | TR-FRET Mcl-1/Bid-Dy647 peptide binding, 1536-well | inhibition, % at 21.7 µM | actives 0.97% (n = 220,000);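 active = compounds that cut the binding signal by more than half at the single screening dose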;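 also: His-tagged Mcl-1 with europium anti-His antibody binding Bid BH3 peptide; 0% = Mcl-1 plus peptide wells and 100% = peptide-only wells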
RGS4-Gao reg – human RGS4-Galphao interaction regulation; P09471; Multiplexed bead flow cytometry, RGS4-Galphao binding; actives lie on both sides; binding response (% of control), % at 10 µM; actives 0.33% (n = 220,000); AID 1415; in the data active = binding response below about 49% or above about 150%; inactive = in between;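 also: fluorescent Galphao activated with aluminum fluoride binding bead-coupled RGS4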
RGS8-Gao reg – regulators of human RGS8-Galphao interaction. P09471. multiplexed bead flow cytometry, RGS8-Galphao binding; actives lie on both sides. response (percent of control binding), % at 10 µM. actives 0.34% (n = 220,000); in the data active = response below about 60% or above about 140%; inactive = in between;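 also: Galphao activated as the GDP aluminium fluoride complex binding bead-coupled RGS8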
GSH fluor – compound fluoresces at 488/530 nm on GSH beads; GSH beads flow cytometry, compound fluorescence 488/530 nm; active compounds read high; fluorescence (KMESF) at 10 µM; actives 0.25% (n = 190,000); AID 1776; in the data active = fluorescence above about 89;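 also: glutathione beads carrying GST-tagged Bcl family fusion proteins plus one bare bead set; values are compound well signal with DMSO vehicle wells as background; inactives centre near 16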
Active calls of the source: *.

How did COc1ccc(CCNC(=O)CCNS(=O)(=O)c2ccc3c(c2)CCN3C(C)=O)cc1OC do in these assays?
Pf gamet viab: 13; Mcl1 Noxa PPI: -7; Avidin fluor: 32; Mcl-1 Bim block: -3; ABCG2 inh: -6; RGS7-Gao reg: 108; ABCB1 inh: 0.6; Mcl1 Bid PPI: 58*; RGS4-Gao reg: 106; RGS8-Gao reg: 101; GSH fluor: 25

Results for CCOc1ccc(N(CC(=O)N2CCc3ccccc32)S(=O)(=O)c2c(C)noc2C)cc1 ?
Mcl1 Noxa PPI: 5; Avidin fluor: 19; Mcl-1 Bim block: 0; ABCG2 inh: 7; RGS7-Gao reg: 118; ABCB1 inh: 2.9; Mcl1 Bid PPI: -7; RGS4-Gao reg: 105; RGS8-Gao reg: 105; GSH fluor: 24

What do the screens show for `COc1ccc(-c2nc(-c3ccccc3)c(-c3cc([N+](=O)[O-])ccc3C)[nH]2)cc1OC`?
Pf gamet viab: 15; Mcl1 Noxa PPI: -7; Avidin fluor: 4; Mcl-1 Bim block: 2; ABCG2 inh: 1; RGS7-Gao reg: 106; ABCB1 inh: 0.2; Mcl1 Bid PPI: -35; RGS4-Gao reg: 107; RGS8-Gao reg: 102; GSH fluor: 5

Results for Cc1ccc(N/C(N)=N/c2nc(CSc3ccc(C)cc3)cc(=O)[nH]2)cc1 ?
Pf gamet viab: -3; Mcl1 Noxa PPI: 13; Avidin fluor: 10; Mcl-1 Bim block: 0; ABCG2 inh: 12; RGS7-Gao reg: 97; ABCB1 inh: 1.1; Mcl1 Bid PPI: -3; RGS4-Gao reg: 97; RGS8-Gao reg: 101; GSH fluor: 56

Results for O=C(CNCc1ccco1)Nc1cccc(S(=O)(=O)N2CCCCC2)c1 ?
Pf gamet viab: -13; Mcl1 Noxa PPI: 38; Avidin fluor: 2; RGS7-Gao reg: inconclusive; Mcl1 Bid PPI: 0; RGS4-Gao reg: 91; RGS8-Gao reg: 97

Results for NS(=O)(=O)c1cccc2cccnc12 ?
Mcl1 Noxa PPI: -4; Avidin fluor: 8; Mcl-1 Bim block: 0; ABCG2 inh: 2; RGS7-Gao reg: 104; ABCB1 inh: 0.2; Mcl1 Bid PPI: -16; RGS4-Gao reg: 102; RGS8-Gao reg: 102; GSH fluor: 25

What do the screens show for `Cc1ccc(SCc2cc(=O)[nH]c(Nc3nc(C)c4ccccc4n3)n2)cc1`?
Pf gamet viab: 0; Mcl1 Noxa PPI: 8; Avidin fluor: 13; Mcl-1 Bim block: -3; ABCG2 inh: 15; RGS7-Gao reg: 105; ABCB1 inh: 2.1; Mcl1 Bid PPI: -8; RGS4-Gao reg: 103; RGS8-Gao reg: 101; GSH fluor: 10

Results for COc1ccc(C(=O)OCC(=O)NCC2CCCO2)cc1[N+](=O)[O-] (centres undefined) ?
Pf gamet viab: 6; Mcl1 Noxa PPI: 6; Avidin fluor: 13; Mcl-1 Bim block: 2; ABCG2 inh: 15; RGS7-Gao reg: inconclusive; ABCB1 inh: 1.7; Mcl1 Bid PPI: -16; RGS4-Gao reg: 102; RGS8-Gao reg: 101; GSH fluor: 14

How did COc1ccc(C2C(C#N)=C(C)NC(C)=C2C#N)c(OC)c1 do in these assays?
Pf gamet viab: 1; Mcl1 Noxa PPI: -2; Avidin fluor: 5; Mcl-1 Bim block: 0; ABCG2 inh: 6; RGS7-Gao reg: 98; ABCB1 inh: 0.9; Mcl1 Bid PPI: -50; RGS4-Gao reg: 104; RGS8-Gao reg: 101; GSH fluor: 17

Results for Cc1ccc(CNc2ncnc3cc(Cl)ccc23)o1 ?
Pf gamet viab: -5; Mcl1 Noxa PPI: -3; Avidin fluor: 9; Mcl-1 Bim block: -2; ABCG2 inh: 5; RGS7-Gao reg: 99; ABCB1 inh: 0.5; Mcl1 Bid PPI: -27; RGS4-Gao reg: 101; RGS8-Gao reg: 101; GSH fluor: 8

Results for CCCCC(=O)NC(=S)Nc1cccc(NC(=O)c2ccccc2)c1 ?
Pf gamet viab: -9; Mcl1 Noxa PPI: -2; Avidin fluor: 18; Mcl-1 Bim block: 1; ABCG2 inh: 5; RGS7-Gao reg: inconclusive; ABCB1 inh: 0.2; Mcl1 Bid PPI: -9; RGS4-Gao reg: 99; RGS8-Gao reg: 99; GSH fluor: 15

Results for O=C(Cc1cccs1)Nc1nnc(SCc2ccc(Br)cc2)s1 ?
Pf gamet viab: -14; Mcl1 Noxa PPI: 32; Avidin fluor: 8; Mcl-1 Bim block: -5; ABCG2 inh: 1; RGS7-Gao reg: 92; ABCB1 inh: 0.0; Mcl1 Bid PPI: 49; RGS4-Gao reg: 96; RGS8-Gao reg: 100; GSH fluor: 12

Results for COC(=O)/C=C1\S/C(=N/NC(=O)c2ccc(OC)cc2)NC1=O ?
Mcl1 Noxa PPI: 22; Avidin fluor: 12; Mcl-1 Bim block: 0; ABCG2 inh: 0; RGS7-Gao reg: inconclusive; ABCB1 inh: -0.1; Mcl1 Bid PPI: -12; RGS4-Gao reg: 101; RGS8-Gao reg: 100; GSH fluor: 13

How did CC(NC(=O)c1ccccc1)C(=O)OCC(=O)N1c2ccccc2Sc2ccccc21 (centres undefined) do in these assays?
Pf gamet viab: 4; Mcl1 Noxa PPI: 3; Avidin fluor: 9; Mcl-1 Bim block: 1; ABCG2 inh: 5; RGS7-Gao reg: 91; ABCB1 inh: 1.5; Mcl1 Bid PPI: -41; RGS4-Gao reg: 100; RGS8-Gao reg: 100; GSH fluor: 5

What do the screens show for `Cc1cc2nc(SCC(=O)N(C)C)c3c(c2cc1C)CCCC3`?
Pf gamet viab: 3; Mcl1 Noxa PPI: 15; Avidin fluor: 8; Mcl-1 Bim block: 1; ABCG2 inh: 0; RGS7-Gao reg: 94; ABCB1 inh: 0.1; Mcl1 Bid PPI: -28; RGS4-Gao reg: 98; RGS8-Gao reg: 98; GSH fluor: 46

What do the screens show for `OCCN1CCN(CC(O)COc2ccc(C34CC5CC(CC(C5)C3)C4)cc2)CC1` (centres undefined)?
Pf gamet viab: -5; Mcl1 Noxa PPI: 12; Avidin fluor: 21; Mcl-1 Bim block: -2; ABCG2 inh: 4; RGS7-Gao reg: 101; ABCB1 inh: 1.2; Mcl1 Bid PPI: 16; RGS4-Gao reg: 102; RGS8-Gao reg: 104; GSH fluor: 8

Results for CCOc1ccc2[nH]cc(C(=O)N3CCN(CC)CC3)c(=O)c2c1 ?
Pf gamet viab: 13; Mcl1 Noxa PPI: -3; Avidin fluor: 5; Mcl-1 Bim block: 3; RGS7-Gao reg: 99; Mcl1 Bid PPI: 0; RGS4-Gao reg: 101; RGS8-Gao reg: 101; GSH fluor: 17

What do the screens show for `Cc1ccc(/C(N)=N/OC(=O)Cc2cccc3ccccc23)cc1`?
Pf gamet viab: -19; Mcl1 Noxa PPI: 14; Avidin fluor: 12; Mcl-1 Bim block: -2; ABCG2 inh: 27; RGS7-Gao reg: inconclusive; ABCB1 inh: 0.9; Mcl1 Bid PPI: -13; RGS4-Gao reg: 100; RGS8-Gao reg: 101; GSH fluor: 15

Results for COc1ccc(Cc2c(O)nc(SC)n(C(C)=O)c2=O)cc1 ?
Mcl1 Noxa PPI: 8; Avidin fluor: 20; Mcl-1 Bim block: 67*; ABCG2 inh: 1; RGS7-Gao reg: 105; ABCB1 inh: 0.2; Mcl1 Bid PPI: -76; RGS4-Gao reg: 107; RGS8-Gao reg: 103; GSH fluor: 9

What do the screens show for `Cc1csc(SCC(=O)Nc2ccc(Cl)cn2)n1`?
Mcl1 Noxa PPI: 1; Avidin fluor: 13; Mcl-1 Bim block: -1; ABCG2 inh: 1; RGS7-Gao reg: 107; ABCB1 inh: -0.1; Mcl1 Bid PPI: -32; RGS4-Gao reg: 127; RGS8-Gao reg: 111; GSH fluor: 9

How did Cc1cnc(C(=O)OCC(=O)Nc2ccc(Oc3ccccc3)cc2)cn1 do in these assays?
Mcl1 Noxa PPI: 12; Avidin fluor: 16; Mcl-1 Bim block: 0; ABCG2 inh: -1; RGS7-Gao reg: 103; ABCB1 inh: -2.9; Mcl1 Bid PPI: -6; RGS4-Gao reg: 105; RGS8-Gao reg: 104; GSH fluor: 26

Results for CC(=O)c1ccc(N2CCN(C(=O)C3CCN(S(=O)(=O)Cc4ccccc4)CC3)CC2)cc1 ?
Pf gamet viab: 8; Mcl1 Noxa PPI: 10; Avidin fluor: 12; Mcl-1 Bim block: 2; ABCG2 inh: 28; RGS7-Gao reg: 104; ABCB1 inh: 1.9; Mcl1 Bid PPI: -19; RGS4-Gao reg: 103; RGS8-Gao reg: 103; GSH fluor: 15

What do the screens show for `COc1cc(Nc2nc(SCC#N)nc3ccccc23)cc(OC)c1OC`?
Pf gamet viab: -10; Mcl1 Noxa PPI: 33; Avidin fluor: 11; Mcl-1 Bim block: -3; ABCG2 inh: 5; RGS7-Gao reg: 101; ABCB1 inh: 0.6; Mcl1 Bid PPI: -15; RGS4-Gao reg: 103; RGS8-Gao reg: 100; GSH fluor: 11

Results for O=C(C1CCN(Cc2cn[nH]c2-c2ccc(F)cc2F)CC1)N1CCOCC1 ?
Pf gamet viab: 12; Mcl1 Noxa PPI: 3; Avidin fluor: 3; Mcl-1 Bim block: 0; ABCG2 inh: 5; RGS7-Gao reg: 122; ABCB1 inh: 1.2; Mcl1 Bid PPI: -22; RGS4-Gao reg: 119; RGS8-Gao reg: 116; GSH fluor: 15

Results for Oc1ccc(C[C@@H]2CNC(=S)N2CCCCC2CCCCC2)cc1 ?
Pf gamet viab: 17; Mcl1 Noxa PPI: 30; Avidin fluor: 5; Mcl-1 Bim block: -1; ABCG2 inh: 2; RGS7-Gao reg: 101; ABCB1 inh: 0.4; Mcl1 Bid PPI: -7; RGS4-Gao reg: 97; RGS8-Gao reg: 96; GSH fluor: 20

How did CCOC(=O)N1CCN(c2c(-c3ccccc3)c3cc(Cl)ccc3[nH]c2=O)CC1 do in these assays?
Pf gamet viab: 4; Mcl1 Noxa PPI: -160; Avidin fluor: 10; Mcl-1 Bim block: -3; ABCG2 inh: 22; RGS7-Gao reg: 102; ABCB1 inh: 2.2; Mcl1 Bid PPI: -33; RGS4-Gao reg: 101; RGS8-Gao reg: 101; GSH fluor: 28

What do the screens show for `CCCNC(=O)C(=O)c1cccn1-c1ccsc1C(=O)OC`?
Mcl1 Noxa PPI: 7; Avidin fluor: 10; Mcl-1 Bim block: -4; ABCG2 inh: 14; RGS7-Gao reg: 105; ABCB1 inh: -0.3; Mcl1 Bid PPI: -6; RGS4-Gao reg: 100; RGS8-Gao reg: 108; GSH fluor: 37

How did Nc1ccc2oc(-c3cccs3)nc2c1 do in these assays?
Mcl1 Noxa PPI: 7; Avidin fluor: 2; Mcl-1 Bim block: 2; ABCG2 inh: 0; RGS7-Gao reg: 93; ABCB1 inh: 0.1; Mcl1 Bid PPI: -5; RGS4-Gao reg: 102; RGS8-Gao reg: 94; GSH fluor: 33

Screening results (PubChem BioAssay)
